# Source: PubChem BioAssay (National Center for Advancing Translational Sciences (NCATS))
# HEK293 tox = cytotoxicity counter-screen for GLP-1 receptor inverse agonists. actives 0.13% (n = 410,000). Potency, µM (series often up to 38.3 µM), without a hit: at the top dose activity change, negative = inhibition, actives largely listed as inhibitors. HEK293 cAMP-luciferase reporter cells, luminescence, 24 h;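 also: loss of luciferase light is scored as toxicity; potency is read from the fitted curve at half-maximal effect; % is scaled to controls: 0 for no effect and ±100 for the full control effect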
#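 A 23 nL compound transfer followed 12 hours of cell culture at 37 deg C; exposure then lasted 24 hr. Luciferase assay detection reagent was dispensed and plates read for luminescence after a 12 min room-temperature wait.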
# PTHR1 ag = activates the human parathyroid hormone receptor PTHR1. Q03431. HEK293 GP2 PTHR1 cells, GloSensor cAMP luminescence, 1 h. Potency, µM (doses to about 115 µM), inactives show at the highest dose activation, usual class: activators. actives 0.075% (n = 410,000); also: potency is read from the fitted curve at half-maximal effect; nearly all actives have a fitted effect of over 55% in size; some results filed as inactive show a strong effect at the top dose; inactives centre near -15; many of its hits are not listed in these tables
# Target sequence (Q03431 whole entry, looked up): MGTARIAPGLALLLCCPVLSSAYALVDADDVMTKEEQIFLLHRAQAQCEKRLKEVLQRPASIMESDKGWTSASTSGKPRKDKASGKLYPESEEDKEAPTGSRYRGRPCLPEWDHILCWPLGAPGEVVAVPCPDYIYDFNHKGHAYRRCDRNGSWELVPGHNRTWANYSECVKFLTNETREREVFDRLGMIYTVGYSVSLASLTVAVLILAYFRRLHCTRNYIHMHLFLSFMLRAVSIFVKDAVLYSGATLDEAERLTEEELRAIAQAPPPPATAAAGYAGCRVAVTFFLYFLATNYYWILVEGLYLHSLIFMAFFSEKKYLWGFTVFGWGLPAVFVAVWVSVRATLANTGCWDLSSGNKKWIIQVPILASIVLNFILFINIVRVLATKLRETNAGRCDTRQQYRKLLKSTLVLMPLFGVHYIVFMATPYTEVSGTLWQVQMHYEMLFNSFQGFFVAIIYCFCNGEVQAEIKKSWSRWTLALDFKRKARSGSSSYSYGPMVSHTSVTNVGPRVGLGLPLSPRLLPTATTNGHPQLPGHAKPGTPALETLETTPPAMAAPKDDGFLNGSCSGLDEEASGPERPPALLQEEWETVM
#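 HEK-293-derived GP2 cells expressing PTHR1 and a GloSensor cAMP reporter, 3,000/well, plated overnight, given luciferin plus IBMX (each 0.5 mM as added) for 1 h at 37 °C, then compound for 1 h at 37 °C. Luminescence was read after 15 min at room temperature.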
# PLK1 PBD inh = inhibitors of human PLK1 polo-box domain binding; Plk1 PBD binding of FITC phosphopeptide, fluorescence polarization; actives 2.8% (n = 360,000); P53350; AID 720504; Potency, µM, for inactives: max response, negative = inhibition, hits mostly inhibitors; also: potency is read from the fitted curve at half-maximal effect; series mostly up to about 57 µM; % is scaled to controls: 0 for no effect and ±100 for the full control effect; nearly all actives have a fitted effect of over 65% in size
# GLP-1R agonist = agonists of human GLP-1 receptor; Potency, µM (titrated, usually from 45.6 µM), inactives show top-dose activation, actives largely listed as activators; AID 624172; P43220; actives 0.007% (n = 380,000); HEK293 GLP-1R CRE-luciferase, luminescence, 4-6 h; cells express a hypersensitive GLP-1R form; also: potency is read from the fitted curve at half-maximal effect; % of control where 0% means no effect
# IL-2 act = activates IL-2 in a cell-based reporter assay; actives 0.065% (n = 360,000); activation, % (series mostly up to about 46 µM); IL-2 activation reporter assay, cell-based qHTS; stimulated with anti-CD3/CD4/CD28 beads; in transgenic mouse T cells; in the data active = activation above about 50%; inconclusive = mostly about 30% to 49%; also: 0% is about no effect
#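 Using fluorescent plate cytometry, EGFP and DsRed are detected in transgenic mouse T cells stimulated 18 h at 37 degrees C with antibody-coated beads after 60 min compound pretreatment.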
# EPAC1 ag = activates human EPAC1 exchange factor; EPAC1 agonist qHTS, biochemical assay; response scale: 100% = response to 6.5 mM cAMP; Potency, µM (doses to about 154 µM), for inactives: at the highest dose activation, hits mostly activators; actives 0.073% (n = 360,000); AID 720707; also: potency is read from the fitted curve at half-maximal effect; nearly all actives have a fitted effect of over 60% in size
#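 Fluorescent GDP-exchange assay: 100 nM EPAC1 with 250 nM Rap1B preloaded with BODIPY-GDP and 50 uM GDP; compounds tested as concentration series, 5 min at room temperature, then read every 5 min for 30 min (ex 480/em 540 nm); normalized to 6.5 mM cAMP.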
# PI5P4K alpha inh = blocks human PI5P4K alpha kinase activity | actives 1.2% (n = 330,000) | PI5P4Kalpha enzyme, ADP-Glo luminescence, 60 min; hits give low values | max response, % | P48426; active = max response of -50% or lower; inconclusive = between -30% and -50%; inactive = -30% or higher; also: value at the top dose of about 77 µM; % is scaled to controls: 0 for no effect and ±100 for the full control effect
# Target sequence (P48426 whole entry, looked up): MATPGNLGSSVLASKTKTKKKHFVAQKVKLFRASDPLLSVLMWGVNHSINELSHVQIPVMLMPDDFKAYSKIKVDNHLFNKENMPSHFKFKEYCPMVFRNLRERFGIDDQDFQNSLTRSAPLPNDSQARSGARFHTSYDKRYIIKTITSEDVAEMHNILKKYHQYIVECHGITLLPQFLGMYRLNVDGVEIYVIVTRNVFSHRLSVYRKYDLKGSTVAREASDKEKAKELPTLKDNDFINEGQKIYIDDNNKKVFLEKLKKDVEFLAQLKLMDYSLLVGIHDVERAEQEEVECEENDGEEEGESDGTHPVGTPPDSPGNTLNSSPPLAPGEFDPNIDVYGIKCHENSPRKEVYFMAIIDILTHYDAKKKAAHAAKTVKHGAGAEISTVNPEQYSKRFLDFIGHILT
#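 Single end-point luminescence (ADP-Glo) quantified ADP from PI5P4Kalpha turnover; ATP 5 microM final, 1 h at RT, 0.1% CHAPS and 0.28 mM EGTA in HEPES pH 7.4.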
# EPAC1 antag = blocks human EPAC1 exchange factor | Potency, µM (series often up to 115 µM), without a hit: top-dose activity change, negative = inhibition, actives largely listed as inhibitors | O95398 | actives 0.14% (n = 360,000) | EPAC1 GEF assay, Rap1b-BODIPY-GDP exchange fluorescence;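 also: potency is read from the fitted curve at half-maximal effect; plate controls were vehicle for no effect and positive control for full effect; nearly all actives have a fitted effect of over 50% in size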
# GLP-1R inv ag = GLP-1 receptor (human) inverse agonism; Potency, µM (series often up to 38.3 µM), without a hit: at the highest dose activity change, negative = inhibition, hits mostly inhibitors; P43220; actives 1.6% (n = 410,000); HEK293 GLP-1R CRE-luciferase, luminescence, 24 h; GLP-1R form is constitutively active; also: potency is read from the fitted curve at half-maximal effect; % is scaled to controls: 0 for no effect and ±100 for the full control effect; nearly all actives have a fitted effect of over 55% in size
#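 HEK293 cells stably co-expressing a cAMP-responsive luciferase reporter and constitutively active GLP-1R were seeded, incubated 12 h, then exposed to compounds for 24 h at 37 C. Luminescence was read 12 min after detection reagent; inverse agonists lower signal.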
# The depositor's hits bear a star; i = inactive; ? = inconclusive; · = no result given; & = joins results of further samples; [ ] = another dose, or the depositor's remark. Unless noted, calls follow the shape of the dose curve; as a rule, active = well fitted curve in the direction sought with a large enough effect; inconclusive = small, poorly fitted or top-dose-only effect, or another doubt; inactive = no such curve, though single readings can be large; an effect the other way counts as inactive or inconclusive.
SMILES,HEK293 tox,PTHR1 ag,PLK1 PBD inh,GLP-1R agonist,IL-2 act,EPAC1 ag,PI5P4K alpha inh,EPAC1 antag,GLP-1R inv ag
Clc1ccc(-c2cn3cccnc3n2)cc1,-15%,-10%,-8%,3%,5.4,-10%,3,0%,18%
Cc1nnc(N(Cc2ccco2)C(=O)c2ccno2)s1,-12%,i,1%,2%,-1.7,0%,2,-9%,13%
CCOC(=O)Cn1c(=N)n(CCOc2ccc(Br)cc2)c2ccccc21,6%,-10%,2%,14%,-5.6,0%,25,-8%,-5%
Cn1c(CC(=O)Nc2ccccc2F)nnc1SCC(=O)NC1CCCC1,-12%,i,4%,1%,0.3,-8%,-5,11%,8%
Cc1c(O)c(=O)c2ccccc2n1C,-3%,i,-6%,5%,-0.3,-21%,1,1%,8%
COC(=O)[C@@H]1C[C@]2(Br)c3ccccc3N(S(=O)(=O)c3ccccc3)[C@@H]2N1C(=O)OC,1%,-9%,-6%,-1%,-3.9,-1%,-1,10%,10%
Cc1c(C(=O)c2ccc(Cl)c(Cl)c2)cnc2cc3c(cc12)OCO3,7%,-2%[57.5 µM],-9%,-1%,1.1,12%,3,-1%,?
COc1cc(C(=O)NCCC(=O)NCc2c(F)cc(F)cc2F)cc(OC)c1OC,-21%,-23%,0%,0%,-2.5,2%,1,13%,2%
CCC(=O)N1CCc2cc(Br)cc(S(=O)(=O)N3CCCC(C(=O)O)C3)c21 (stereo not drawn),1%,i,-11%,-6%,-1.2,5%,5,9%,-10%
CNS(=O)(=O)c1cc(C(=O)OCC(=O)NC2CCCc3ccccc32)ccc1Cl (stereo not drawn),-5%,i,-3%,11%,-4.1,-8%,-11,4%,-5%
CCN(CC)C(=O)Cn1cnc2sc(C(=O)N3CCN(c4ccc(F)cc4)CC3)c(C)c2c1=O,2%,-26%,3%,4%,-0.3,-3%,0,-6%,-2%
COc1cccc(C(=O)Nc2c3c(nn2-c2ccc(C)cc2C)CS(=O)(=O)C3)c1OC,0%,i,·,10%,·,·,·,·,37%[activator]
CCOC(=O)CN1C(=O)C(=O)c2cc(C)ccc21,-20%,i,-9%,-1%,-0.5,10%,5,9%,-14%
CCC(C)(C)n1nnnc1C(c1ccc2ncccc2c1)N1CCN(c2ccc(O)cc2)CC1 (stereo not drawn),-1%,i,-15%,10%,-2.5,-14%,-13,-20%,35%[activator]
Clc1ccc(CN2CCC(Cc3ccccc3)CC2)cc1,-7%,-35%[inhibitor],-14%,-3%,-0.4,-13%,5,-29%,?
CN(Cc1cccs1)C(=O)CSc1nnnn1C,6%,i,-1%,-23%,-2.6,-10%,-3,-11%,5%
Cc1onc(-c2c(Cl)cccc2Cl)c1C(=O)O/N=C(\C#N)c1c(Cl)cccc1Cl,7%,i,3%,-7%,3.6,-12%,0,15%,5%
COc1ccc(OCc2nnc(SCC(=O)Nc3nnc(C4CC4)s3)n2C)cc1,-3%,i,0%,5%,-3.5,7%,4,3%,1%
CCN(CC)c1ccc(NC(=O)c2ccccc2)cc1S(=O)(=O)Nc1ccccc1OC,-1%,-25%,1.9µM*,4%,-0.1,10%,?,-3%,?
COc1ccc(C(=O)Nc2ccc(NC(=O)c3ccccc3F)cn2)cc1,-1%,-37%,-24%,4%,-0.5,3%,0,-15%,-13%
COCC(C)N1CCC(n2nccc2NC(=O)c2ccccc2Cl)CC1 (stereo not drawn),7%,i,-6%,8%,0.7,1%,-16,5%,-13%
COc1ccc(CNC(=O)CN2C(=O)COc3ccc(S(=O)(=O)N4CCCCC4)cc32)cc1,-11%&-12%,-23%,-24%,3%,-2.7,10%,2,-19%,-8%&-8%
CCO[C@@H]1OC(C(=O)NC2CC2)=C[C@H](c2ccc(C(F)(F)F)cc2)[C@H]1CCCO,?,-3%,-8%,5%,0.0,2%,-2,-5%,-27%
O=C(NC(=S)N1CCCc2ccccc21)c1ccc([N+](=O)[O-])cc1,-1%,i,?,1%,-0.5,0%,·,5%,2%
Nc1nnc(-c2ccccc2Cl)s1,3%,-7%,?,-7%,-2.4,-1%,-17,6%,19%

# Remaining list, next part.
SMILES,HEK293 tox,PTHR1 ag,PLK1 PBD inh,GLP-1R agonist,IL-2 act,EPAC1 ag,PI5P4K alpha inh,EPAC1 antag,GLP-1R inv ag
CCOc1cc2c(C#N)c(N3CCOCC3)nc(N)c2c(N)n1,21%,-28%[57.5 µM],-7%,?,0.1,2%,-7,-13%,145%[activator]
[O-][N+](=Cc1ccccc1)c1ccc(Cl)cc1,7%,-25%,21µM*,-6%,-6.5,7%,1,-14%,25%
CC(=O)Nc1ccc(NC(=O)Cn2cnc(S(=O)(=O)N3CCOCC3)c2)cc1,-3%,-20%,-22%,-1%,-2.7,-3%,0,29%,14%
Cc1csc(NC(=O)C2CC(=O)N(c3ccc(C)c(C)c3)C2)n1 (stereo not drawn),0%,-16%,-13%,3%,2.3,2%,-22,?,-17%
O=C(Nc1ccc2oc(-c3cccnc3)nc2c1)c1cccnc1,-2%,-12%[57.5 µM],-5%,-5%,1.1,-2%,-1,5%,19%
Cc1cccc(N2CC(C)Cn3c2nc2c3c(=O)n(CC(=O)OCc3ccccc3)c(=O)n2C)c1 (stereo not drawn),-8%,i,-4%,-1%,-0.3,6%,-3,1%,?
CC(c1nc2ccccc2c(=O)[nH]1)N1CCOCC1 (stereo not drawn),5%,-18%,-5%,4%,1.1,0%,0,-7%,0%
COC(=O)c1sccc1NC(=O)COc1ccc(Cl)cc1,-3%,i,-5%,1%,-0.2,3%,0,3%,26%
O=C(/C=C/c1ccccc1)Nc1cccc(C(=O)NC2CC2)c1,-5%,-45%[inhibitor],-2%,-2%,0.3,10%,-2,0%,-1%
O=C(CS(=O)(=O)c1ccccc1Cl)N1CCOCC1,5%,0%,3%,-1%,1.2,-13%,-3,0%,1%
CSc1nn2cc(CCN3CCOCC3)c(-c3ccc(F)cc3)nc2c1C#N,-2%,i,-4%,-3%,-3.6,-2%,6,-3%,-2%
CSc1nc(N)c2c(n1)OC(N)=C(C#N)C2c1cccnc1 (stereo not drawn),5%,-26%,0%,-3%,0.5,-1%,1,-5%,11%
NS(=O)(=O)c1ccc(NC(=O)c2cccc(N3C(=O)c4ccccc4C3=O)c2)cc1,-29%,-28%,?,0%,1.9,0%,-10,?,-11%
O=C(C1=NN[C@@H]2C(=O)N(c3ccccc3C(F)(F)F)C(=O)[C@H]12)C(c1ccccc1)c1ccccc1,5%,i,-11%,-13%,-0.2,19%,0,-27%,2%
Cc1cc(NC(=O)CSc2nc(=O)cc(N)n2-c2ccc(C)c(C)c2)no1,0%,-23%,-1%,-1%,0.3,-2%,5,8%,2%
COc1ccc(CNC(=O)COC(=O)CCOc2ccc(C)cc2)cc1,12%,-2%,-14%,-7%,-2.2,1%,-2,8%,0%
COc1ccc(S(=O)(=O)CCC(=O)N2CCN(c3ccc([N+](=O)[O-])cc3)CC2)cc1,-27%,-47%[inhibitor],1%,10%,-2.5,0%,5,1%,-28%
Cc1cc(C)nc(NC(=O)c2c(-c3ccccc3Cl)noc2C)n1,-2%,-20%[57.5 µM],-7%,-7%,0.9,-1%,-5,-1%,1%
CS(=O)(=O)N(CC(=O)N1CCC(C(N)=O)CC1)c1ccc(Cl)c(C(F)(F)F)c1,9%,0%[57.5 µM],1%,-11%,3.0,2%,·,1%,-4%

# No new results follow: 13 of the compounds above.
SMILES,HEK293 tox,PTHR1 ag,PLK1 PBD inh,GLP-1R agonist,IL-2 act,EPAC1 ag,PI5P4K alpha inh,EPAC1 antag,GLP-1R inv ag
CC(c1nc2ccccc2c(=O)[nH]1)N1CCOCC1 (stereo not drawn),5%,-18%,-5%,4%,1.1,0%,0,-7%,0%
COC(=O)c1sccc1NC(=O)COc1ccc(Cl)cc1,-3%,i,-5%,1%,-0.2,3%,0,3%,26%
O=C(/C=C/c1ccccc1)Nc1cccc(C(=O)NC2CC2)c1,-5%,-45%[inhibitor],-2%,-2%,0.3,10%,-2,0%,-1%
O=C(CS(=O)(=O)c1ccccc1Cl)N1CCOCC1,5%,0%,3%,-1%,1.2,-13%,-3,0%,1%
CSc1nn2cc(CCN3CCOCC3)c(-c3ccc(F)cc3)nc2c1C#N,-2%,i,-4%,-3%,-3.6,-2%,6,-3%,-2%
CSc1nc(N)c2c(n1)OC(N)=C(C#N)C2c1cccnc1 (stereo not drawn),5%,-26%,0%,-3%,0.5,-1%,1,-5%,11%
NS(=O)(=O)c1ccc(NC(=O)c2cccc(N3C(=O)c4ccccc4C3=O)c2)cc1,-29%,-28%,?,0%,1.9,0%,-10,?,-11%
O=C(C1=NN[C@@H]2C(=O)N(c3ccccc3C(F)(F)F)C(=O)[C@H]12)C(c1ccccc1)c1ccccc1,5%,i,-11%,-13%,-0.2,19%,0,-27%,2%
Cc1cc(NC(=O)CSc2nc(=O)cc(N)n2-c2ccc(C)c(C)c2)no1,0%,-23%,-1%,-1%,0.3,-2%,5,8%,2%
COc1ccc(CNC(=O)COC(=O)CCOc2ccc(C)cc2)cc1,12%,-2%,-14%,-7%,-2.2,1%,-2,8%,0%
COc1ccc(S(=O)(=O)CCC(=O)N2CCN(c3ccc([N+](=O)[O-])cc3)CC2)cc1,-27%,-47%[inhibitor],1%,10%,-2.5,0%,5,1%,-28%
Cc1cc(C)nc(NC(=O)c2c(-c3ccccc3Cl)noc2C)n1,-2%,-20%[57.5 µM],-7%,-7%,0.9,-1%,-5,-1%,1%
CS(=O)(=O)N(CC(=O)N1CCC(C(N)=O)CC1)c1ccc(Cl)c(C(F)(F)F)c1,9%,0%[57.5 µM],1%,-11%,3.0,2%,·,1%,-4%

# These rows are one share of the data; the hit share may differ from the screen's.
